PABP1 MLLE inh – inhibitors of PABP1 MLLE–PAM2 peptide binding, primary screen, biochemical, fluorescence polarization, FITC-PAM2, GST-MLLE; Polyadenylate-binding protein 1 (Homo sapiens), P11940; inhibition, % at 20 µM; 0.36% of 360,000 active; in the data active = inhibition above about 35%, passing the limit was not always enough;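 note: plate controls were DMSO wells with GST-MLLE for no effect and wells lacking GST-MLLE protein for full effect; some results filed as inactive read as strong as hits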
bovine MsrA act – bovine MsrA enzyme activators, primary screen, biochemical, absorbance, HTS. Methionine sulfoxide reductase A (Bos taurus). purified bovine MsrA, absorbance read-out. activation, % at 10.6 µM. 0.3% of 360,000 active. AID 602163, 2012; in the data active = activation above about 7.5%;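 note: 0% = vehicle and 100% = reference activator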
NRP1-CendR mod – modulators of CendR peptide binding to NRP-1, primary screen, biochemical, fluorescence polarization, uHTS. inhibition, % at 25 µM. 0.85% of 360,000 active. Neuropilin-1 (Homo sapiens), O14786. FAM-RPARPAR peptide binding to NRP-1;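 active = inhibition or corrected inhibition above about 18%, plus a signal ratio from 0.5 to 1.5, limit read from the data, passing the limit was not always enough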; note: strong numbers were not always called active
Neddylation inh – inhibitors of cullin neddylation, primary screen, biochemical, TR-FRET, uHTS, NAE and Ubc12; calls only at 25 µM; NEDD8-conjugating enzyme Ubc12 (Homo sapiens) + NEDD8-activating enzyme E1 regulatory …; 0.58% of 360,000 active; in the data active = inhibition above about 36%
Target sequence (P61081 whole entry, looked up): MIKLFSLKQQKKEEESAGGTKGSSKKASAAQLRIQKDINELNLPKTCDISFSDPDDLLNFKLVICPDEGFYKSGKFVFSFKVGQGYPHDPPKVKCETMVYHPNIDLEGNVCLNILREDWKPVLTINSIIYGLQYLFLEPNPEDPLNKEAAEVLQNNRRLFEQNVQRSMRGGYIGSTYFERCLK
Target sequence (Q13564 whole entry, looked up): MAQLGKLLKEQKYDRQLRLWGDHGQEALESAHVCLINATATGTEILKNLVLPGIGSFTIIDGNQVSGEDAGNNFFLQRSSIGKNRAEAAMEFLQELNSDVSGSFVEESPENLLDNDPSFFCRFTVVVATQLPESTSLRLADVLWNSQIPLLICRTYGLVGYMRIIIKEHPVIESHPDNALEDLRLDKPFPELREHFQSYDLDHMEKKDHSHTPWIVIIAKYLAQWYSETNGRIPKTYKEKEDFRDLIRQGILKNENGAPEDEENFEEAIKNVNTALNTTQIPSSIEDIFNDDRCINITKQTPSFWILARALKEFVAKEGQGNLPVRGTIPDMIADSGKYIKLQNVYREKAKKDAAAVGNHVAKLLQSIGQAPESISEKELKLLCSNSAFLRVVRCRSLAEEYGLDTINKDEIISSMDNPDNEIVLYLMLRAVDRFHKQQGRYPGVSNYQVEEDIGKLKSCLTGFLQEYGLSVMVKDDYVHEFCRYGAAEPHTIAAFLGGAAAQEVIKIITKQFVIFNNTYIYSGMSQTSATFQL
eLon inh – inhibitors of E. coli Lon protease, primary screen, biochemical, fluorescence polarization; 0.42% of 360,000 active; purified E. coli Lon protease; inhibition, % at 7.94 µM; AID 602123, 2011; P0A9M0; in the data active = inhibition above about 13%, passing the limit was not always enough;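 note: 0% = enzyme with probe and DMSO and 100% = no enzyme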
SKN-1 block – suppressors of acrylamide-induced Pgst-4::GFP reporter in worms, primary screen, SKN-1 inhibitor project, whole organism, uHTS, GFP/RFP fluorescence ratio, strain VP596. C. elegans VP596 Pgst-4::GFP/RFP ratio, 24 h. 0.49% of 360,000 active. inhibition, % at 21.8 µM;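 active = interference check ratio from 0.5 to 1.5 plus GFP to RFP signal ratio inhibition reaching or exceeding a fixed threshold, cut at about 30% in these data, passing the limit was not always enough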; note: some compounds called inactive have numbers as strong as hits
Rin1 Abl inh – inhibitors of Rin1-Abl protein binding, primary screen, biochemical, TR-FRET; inhibition, % at 7.35 µM; Tyrosine-protein kinase ABL1 (Homo sapiens) + Ras and Rab interactor 1 (Homo sapiens), …; 0.4% of 360,000 active; AID 588664, 2011; in the data active = inhibition above about 5%, passing the limit was not always enough
MT1-MMP act inh – blockers of MT1-MMP proenzyme processing, primary screen, HT1080 RFP-PRO-GFP cells, GFP/RFP fluorescence. Matrix metalloproteinase-14 (Homo sapiens), P50281. GFP/RFP ratio fluorescence, overnight; percent of plate control window, DMSO zero. GFP/RFP ratio change, % at 20 µM. 0.061% of 360,000 active. AID 651647, 2012;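 active = GFP/RFP ratio change of at least 30% with cell ATP level not reduced by more than half and red fluorescence within 50% of control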; note: strong numbers were not always called active
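Test system: HT1080 RFP-PRO-GFP cells; Benchmarks: DMSO and RFP-L50D-GFP cell wells; Timing: cells overnight before dosing, compound overnight, 37 °C, 5% CO2; Compound: one 20 µM compound dose with 1% DMSO; Read-out: GFP/RFP fluorescence ratio.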
FAS TE block – FAS thioesterase domain inhibitors, primary screen, biochemical, fluorescence intensity, uHTS. inhibition, % at 15 µM. AID 602261, 2012. Fatty acid synthase (Homo sapiens), P49327. recombinant FAS-TE, OMFH fluorogenic substrate, fluorescence endpoint. 0.67% of 360,000 active;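 active = compounds whose normalised, plate-corrected inhibition of enzyme fluorescence in the single-dose primary screen is 50% or more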;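 note: 0% = DMSO with enzyme and 100% = substrate without enzyme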
* = called active by the depositor; i = inactive; . = not tested or not shown; + = active, no number.

SMILES	PABP1 MLLE inh	bovine MsrA act	NRP1-CendR mod	Neddylation inh	eLon inh	SKN-1 block	Rin1 Abl inh	MT1-MMP act inh	FAS TE block
CCSc1nnc(-c2ccc(S(=O)(=O)N3CCOCC3)cc2)n1C	10	-6	2	+	8	-16	-1	0	-4
COc1ccc(-c2cc(C(=O)N3CCN(S(=O)(=O)c4ccc(C)cc4)CC3)[nH]n2)cc1	-3	-8	-11	i	-3	7	0	3	12
CCN1C(=O)N[C@H](c2ccc(Br)cc2)C(C(=O)OC)=C1C	-1	-3	9	i	-12	2	1	-3	-9
O=C(Cn1cc(S(=O)(=O)Cc2ccccc2)c2ccccc21)N1CCOCC1	6	-5	13	i	-8	6	1	1	-11
COc1cc(C)ccc1OCCOCCOc1cccc2ccc(C)nc12	0	-13	17	i	5	-11	8	-4	4
CSc1ncccc1C(=O)N(C)CC(=O)Nc1cccc(F)c1	-42	-4	-3	i	-10	-8	3	3	-5
Cc1cccc(C(C)C)c1NC(=O)COC(=O)c1cccc(S(=O)(=O)N2CCc3ccccc3C2)c1	-26	3	-10	i	-5	1	-1	1	-5
COc1ccccc1CNC(=O)C(C)n1cccc1C(=O)c1ccccc1 (configuration not stated)	-2	1	8	i	-6	-6	2	-8	-3
COc1ccc(C)cc1N(CC(=O)N1CCCCCC1)S(=O)(=O)c1ccccc1	-2	-1	8	i	2	13	4	0	3
COc1ccc(/C=C\c2nc(=O)c3ccccc3o2)cc1	-1	-5	-14	i	-2	0	4	0	-4
COc1ccc(CC(=O)Nc2ccc(C(=O)NCC(C)C)cc2)cc1	1	-10	4	i	-12	-9	-1	2	-7
Cn1c(C(=O)NN)cc2cc(Oc3ccccc3)ccc21	-1	-2	3	i	-4	4	-3	-9	8
O=C(Nc1ccc(-n2cc(Cl)cn2)cc1)c1ccncc1	-4	2	-14	i	2	8	1	4	-3
Cc1cc(C)c2nc(SCC(=O)N3CC(=O)Nc4ccccc43)c(C#N)cc2c1	-4	-6	-23	i	-20	12	1	-70	30
Cc1ccc(C)c2sc(NC(=O)c3ccc(N4CCCCC4)c([N+](=O)[O-])c3)nc12	-2	0	14	i	8	5	3	-43	33
O=C(Nc1ccc([N+](=O)[O-])cc1)N1CCCCCC1	5	-6	15	i	1	19	-3	0	2
Cc1cc(C)c(C(=O)OCC(=O)NCc2cccs2)c(C)c1	-3	-3	-6	i	-5	6	1	4	4
O=C(/C=C/c1cccc([N+](=O)[O-])c1)Nc1ccccc1N1CCOCC1	5	-9	5	i	-7	-6	-1	2	24
CCc1ccc2c(c1)C1(NN=C(c3ccc(C)cc3)S1)C(=O)N2 (configuration not stated)	30	-1	1	i	-1	17	-1	3	4
Cc1ccc(CN2C(=NC(=O)CCC(=O)O)SC3CS(=O)(=O)CC32)cc1 (configuration not stated)	5	-4	7	i	-4	4	-2	-3	-5
COc1ccc(N2CCN(c3ccc(NC(=O)/C=C\C(=O)O)cc3)CC2)cc1	-2	-10	-2	i	4	25	2	7	-6
COc1ccc(NC(=O)NCc2cccnc2)cc1OC	7	0	-3	i	-7	2	-1	-4	-11
CC(=O)c1ccc(OCC(=O)Nc2ccc3c(c2)OCO3)cc1	-2	-3	-7	i	-3	22	-3	-1	-5
CCC(Oc1ccccc1)C(=O)O/N=C(\N)c1ccc(OC)c(OC)c1 (configuration not stated)	-3	-6	-3	i	-7	10	2	-6	15
O=S(=O)(NC1CC1)c1ccc(S(=O)(=O)N2CCN3CCCC3C2)cc1 (configuration not stated)	-1	-2	0	i	-3	6	-2	-2	-7
O=C(COC(=O)C12CC3CC(CC(O)(C3)C1)C2)NC12CC3CC(CC(C3)C1)C2	-12	0	-2	i	15*	-2	2	9	1
FC(F)Oc1ccc(NC(=S)NCc2nc3ccccc3[nH]2)cc1	-62	-2	-12	i	2	-16	-1	4	-3
Cc1ccc(NC(=O)NNC(=O)c2sccc2-n2cccc2)cc1	-6	-5	4	i	-2	-2	2	1	-3
CC(=O)Nc1ccc(S(=O)(=O)Nc2ccc(-c3ccc4nnc(C)n4n3)cc2)cc1	-9	-4	-10	i	-5	-4	-1	6	-2
COc1ccc(CNC(=O)c2cc3cccc(OC)c3oc2=N)cc1	-132	-3	1	i	-3	-1	0	2	-3
CC(C)[C@H](NC(=O)c1ccc(Cl)c([N+](=O)[O-])c1)C(=O)NCc1ccc(Cl)cc1Cl	-12	-1	-4	i	-1	4	1	-2	23
COC(=O)c1sc2nc(SCc3ccccc3C)n(N)c(=O)c2c1C	-12	-2	16	i	-6	3	-2	6	-2
N#Cc1c(N)c(C(=O)c2ccc(Cl)cc2)n2c1CCC2	1	-6	-3	i	-6	12	0	1	0
CCC1CCCCN1CCCNC(=O)Cn1nc(-c2ccccc2)ccc1=O (configuration not stated)	-2	0	11	i	6	14	-2	1	-3
CC(=O)NCCc1nc2ccccc2n1CCOc1cccc(C)c1	-5	-2	-1	i	-2	16	0	-1	0
CC(=O)N1CCc2cc(N=NC3=C(O)CCCC3=O)ccc21	-66	8.7*	-74	i	-33	16	-11	10	-4
Cc1ccccc1-c1nc(CS(=O)(=O)CC(=O)N2CCOCC2)c(C)o1	-2	1	-1	i	-6	13	0	0	-4
C[C@H]1CN([C@@H](C)CO)C(=O)CCCn2nncc2CO[C@@H]1CN(C)Cc1ccncc1	4	0	0	i	-8	-22	-3	-1	-8
COc1ccc(NC(=O)c2cc3ccccc3o2)cc1S(=O)(=O)N1CCCCC1	-42	0	-16	i	2	31	0	.	15
Cc1nnc(SCc2cc(=O)n3[nH]cnc3n2)s1	15	5	0	i	6	-3	3	2	-10
CCCCC(CC)C(=O)Nc1cc(C(=O)NCc2ccc(C)cc2)ccc1N1CCC2(CC1)CC(c1ccccc1)=NO2 (configuration not stated)	4	0	-3	i	-3	21	0	0	20
OCC1OC(c2ccccc2)OC2COC(c3ccccc3)OC12 (configuration not stated)	-5	-2	-7	i	-8	4	-2	3	-8
Cc1cccc(NS(=O)(=O)c2ccc(C(=O)NCC3(N4CCCCC4)CCCCC3)cc2)c1C	12	1	-11	i	-3	17	0	2	-6
CC(C)C[C@@H](CNCC(=O)[C@H](Cc1c[nH]c2ccccc12)NC(=O)c1[nH]cnc1C(=O)N[C@@H](C)CN)NC(=O)c1nc[nH]c1C(=O)N[C@@H](CC(=O)O)C(=O)O	5	-9	-10	i	-11	0	-1	-1	-7
Clc1ccc(-c2nnc(-c3ccccc3Cl)o2)cc1	4	-5	6	i	-7	62*	5	1	24
C[C@H]1CN([C@@H](C)CO)C(=O)c2cccc(NC(=O)C3CC3)c2O[C@H]1CN(C)C(=O)Nc1ccc2c(c1)OCO2	12	-1	-4	i	1	30	-2	2	-7
Cc1nc2c(=O)[nH]c(=S)n(C)c2nc1C	8	-6	11	i	-8	10	2	1	-3
C=CCn1c(C(C)NC(=O)CC)nc2ccccc21 (configuration not stated)	7	-7	-17	i	0	3	5	0	-11
COc1cnc(-c2ccccn2)nc1Sc1ccc(Cl)cc1	-16	-1	1	i	0	3	-4	2	-3
Cc1ccc2c(c1)c1nc3ccccc3nc1n2C	0	-2	16	i	5	12	-2	-4	3
O=C(Nc1cnn(Cc2ccc(Cl)cc2)c1)c1cnccn1	-13	1	-20	i	-5	-4	2	-5	-9
O=C(c1ccccc1Cl)N1CCN(S(=O)(=O)N2CCCCC2)CC1	12	-2	-3	i	-9	8	0	-3	-3
COc1ccc(NC(=O)c2ccc(-c3nn(C)c(=O)c4ccccc34)cc2)cc1	7	-4	8	i	-2	6	-3	1	-2
Cc1ccc(O)c(N=Nc2nccs2)c1	35	-2	-2	i	12	0	-10	3	0
O=C(NC1CCCC1)c1cc2c(=O)n3ccccc3nc2s1	15	-2	-3	.	-9	1	-1	0	-4
O=C(CNC(=O)c1cc(Cl)cc([N+](=O)[O-])c1)OCC(=O)N1CCCCC1	-14	2	-5	i	1	1	-1	-3	-7
COc1ccc(C2CC2/C(C)=N/OC(=O)c2cccs2)cc1 (configuration not stated)	-1	-10	10	i	-10	4	5	4	-5
O=C(COC(=O)C1CCN(S(=O)(=O)c2cccs2)CC1)NCc1ccccc1	-22	-1	-1	i	-9	-1	1	-1	1
Cc1cccc(/C=C/C(=O)c2ccc([N+](=O)[O-])o2)c1	4	-11	-5	i	0	-3	0	4	-8
O=C(CCc1ccccc1)Nc1nnc(-c2ccccn2)o1	-5	-5	-3	+	-1	-4	1	3	-14
(listing goes on)
SMILES	PABP1 MLLE inh	bovine MsrA act	NRP1-CendR mod	Neddylation inh	eLon inh	SKN-1 block	Rin1 Abl inh	MT1-MMP act inh	FAS TE block
O=C(CCC1CCCCC1)NCc1cccnc1	-3	-2	20	i	3	8	-2	0	-5
CN1c2ccccc2C2(C)CCCC3=Cc4cccc([N+](=O)[O-])c4OC312 (configuration not stated)	11	-13	-4	i	-5	5	-4	4	24
CCOC(=O)[C@@H]1[C@H]2COc3cc(OC)ccc3[C@@H]2N2C(=O)N(c3cccc(Cl)c3)C(=O)[C@]12C	12	-12	-17	i	11	-7	3	-8	27
O=C(Nc1nnc(COc2ccccc2)s1)c1ccco1	1	-17	0	i	-2	-30	2	9	-8
COC(=O)[C@H](Cc1ccccc1)NC(=O)N1Cc2ccccc2C[C@H]1C(=O)OC	6	-1	4	i	-5	6	-2	-10	0
O=C(CCc1ccccc1)Nc1cc(S(=O)(=O)N2CCOCC2)ccc1N1CCCC1	-2	-11	-7	i	8	2	2	-1	0
O=C(Nc1ccnn1C1CCN(C2CCCC2)CC1)c1ccccc1	7	-2	2	i	-19	16	4	1	-8
COC(=O)c1ccc(C)c(NC(=O)CCSc2ccc(C)cc2)c1	9	-2	6	i	3	19	-1	1	-2
Clc1ccc2c(c1)C(c1cccs1)=NNC(c1cccnc1)=N2	-13	-4	-14	i	-11	21	-3	2	-5
CN(Cc1ccccc1Cl)C(=O)CNC(=O)C12CC3CC(CC(C3)C1)C2	0	-2	6	i	-9	3	-3	6	4
CCCCCCCCN1C(=O)[C@H](CC(=O)N2CCN(C(=O)C3CC3)CC2)C[C@@]2(C(=O)OCC)CCCC=C12	.	2	-19	i	-6	-3	.	19	5
C=CCn1cc(C(=O)NCC2CCCO2)c(=O)c2cc(S(=O)(=O)N3CCCCCC3)ccc21 (configuration not stated)	8	-1	3	i	-1	-5	-2	3	2
O=C(Nc1ccc(F)cc1)c1cc(S(=O)(=O)N2CCCCC2)ccc1F	-6	-3	6	i	-3	15	3	2	6

3 entries from above, set out differently.
O=C(Nc1ccnn1C1CCN(C2CCCC2)CC1)c1ccccc1
  PABP1 MLLE inh = 7; bovine MsrA act = -2; NRP1-CendR mod = 2; Neddylation inh = i; eLon inh = -19; SKN-1 block = 16; Rin1 Abl inh = 4; MT1-MMP act inh = 1; FAS TE block = -8
COC(=O)c1ccc(C)c(NC(=O)CCSc2ccc(C)cc2)c1
  PABP1 MLLE inh = 9; bovine MsrA act = -2; NRP1-CendR mod = 6; Neddylation inh = i; eLon inh = 3; SKN-1 block = 19; Rin1 Abl inh = -1; MT1-MMP act inh = 1; FAS TE block = -2
CCCCCCCCN1C(=O)[C@H](CC(=O)N2CCN(C(=O)C3CC3)CC2)C[C@@]2(C(=O)OCC)CCCC=C12
  PABP1 MLLE inh = .; bovine MsrA act = 2; NRP1-CendR mod = -19; Neddylation inh = i; eLon inh = -6; SKN-1 block = -3; Rin1 Abl inh = .; MT1-MMP act inh = 19; FAS TE block = 5

Rows were taken by chance, and some 4% of all compounds hit somewhere here.
